# Source: PubChem (NCI)
# yeast mec2-1 – NCI yeast anticancer drug screen, S. cerevisiae mec2-1 strain; growth inhibition, % at 50 µM; 79,000 tested, 9% active; AID 157, 2004;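 also: 0% = growth of vehicle-only cultures of the same strain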
#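 Yeast mec2-1 mutant treated with compound. Readout: growth inhibition vs vehicle controls.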
# yeast mlh1 rad18 – NCI yeast anticancer drug screen, S. cerevisiae mlh1 rad18 strain. % growth inhibition at 50 µM. 79,000 tested, 11% active;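 also: 0% = growth of vehicle-only cultures of the same strain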
#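 Inhibition values reflect reduced growth of mutant yeast versus vehicle-treated controls following compound exposure; the mutations affect DNA damage repair.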
# sgs1 mgt1 – NCI yeast anticancer drug screen, S. cerevisiae sgs1 mgt1 strain; growth inhibition, % at 50 µM; 78,000 tested, 10% active; AID 161, 2004;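 also: 0% = growth of vehicle-only cultures of the same strain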
#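 Read-out: growth inhibition vs vehicle controls. Cells: mutant yeast strain deficient in DNA damage repair.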
# yeast bub3 – NCI yeast anticancer drug screen, S. cerevisiae bub3 mutant strain | AID 167, 2004 | 78,000 tested, 9.9% active | growth inhibition, % at 50 µM;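 also: 0% = growth of vehicle-only cultures of the same strain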
#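 Part of a panel of yeast mutants defective in DNA damage repair or cell cycle regulation. Each strain is grown with compound, and inhibition is calculated relative to solvent-treated cultures.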
# yeast rad50 – NCI yeast anticancer drug screen, S. cerevisiae rad50 strain; growth inhibition, % at 50 µM; 79,000 tested, 10% active; AID 155, 2004;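 also: 0% = growth of vehicle-only cultures of the same strain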
#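 Relative growth inhibition (compound vs vehicle) was measured in yeast with a defined repair-gene alteration.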
# cln2 rad14 – NCI yeast anticancer drug screen, S. cerevisiae cln2 rad14 strain | growth inhibition, % at 50 µM | 78,000 tested, 8.3% active | AID 165, 2004;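 also: 0% = growth of vehicle-only cultures of the same strain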
#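 Test compounds were added to cln2 rad14 yeast cultures; inhibition of growth was then determined by comparison with vehicle treatment.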
# * hit, by the source's call; · = not tested or not shown; & = joins results of further samples. Rule as the data show it: active = growth inhibition above about 70%; inactive = the rest.
SMILES,yeast mec2-1,yeast mlh1 rad18,sgs1 mgt1,yeast bub3,yeast rad50,cln2 rad14
COC(=O)/C(=N/NC(C)(C)C)C(C(=O)C=C(C)C)C(=O)C(=O)Nc1ccc(Cl)cc1C (stereo not given),-2,1,-11,-1,2,-29
COc1ccc(/C=C/c2ccccc2)cc1,18,28,3,44,18,5
COc1cccc(/C=N/NC(=O)c2cc(C)nc3ccc(Br)cc23)c1O,-16,-39,-31,2,-13,-16
Cc1n[nH]c(=O)n1-c1cccnc1,2,4,-9,4,-1,-12
C(=C/c1cnnc2ccccc12)/c1ccccn1,6,38,15,-4,67,46
O=C(NCCN1CCCC1)Nc1ccccc1,-20,8,-17,2,-3,-48
C=CCSC[C@H](NC(=O)COc1ccccc1)C(=O)NC(C(=O)OCc1ccc([N+](=O)[O-])cc1)=C(C)C,27,14,25,39,46,31
COc1cc2c(cc1OC)-c1c(C)c3ccc(OC)c(NCCN)c3c[n+]1CC2,0,6,5,-6,-4,1
OC1COC(c2ccccc2)OC1 (stereo not given) (tested in a mixture with another compound),0,4,-4,-7,-3,-32
CCOC(=O)C(C(=O)OCC)c1ccccn1,5,6,3,-8,-3,-57
O=C(OC1CCCCCCC1OC(=O)c1ccc([N+](=O)[O-])cc1)c1ccc([N+](=O)[O-])cc1 (stereo not given),2,2,6,-5,7,12
CCCCCC(=O)c1ccccc1,-16,-6,-19,-9,-28,-24
O=C(O)CCNC(=O)c1ccccc1O,-8,-57,-17,-18,-41,-54
O=C(/N=C1\N=Nc2nc(C(C(=O)c3cccc([N+](=O)[O-])c3Cl)c3nc4n(c3O)/C(=N/C(=O)Nc3ccc(Cl)cc3)N=N4)c(O)n21)Nc1ccc(Cl)cc1 (stereo not given),-8,7,5,1,9,-7
CSC(=O)Oc1ccc([N+](=O)[O-])cc1,2,-3,-7,12,6,-38
CC(=O)N(O)CCCCCNC(=O)CCC(=O)N(O)CCCCCNC(=O)CCC(=O)N(O)CCCCCN,0&-10,4&11,-5&2,0&10,8&13,6&7
COc1cc(C(CC#N)CC#N)cc(OC)c1OC,-16,8,26,9,-3,6
c1ccc(C2=NN(c3ccccc3)C(c3ccccc3)C2NC2CCCCC2)cc1 (stereo not given),-14,13,25,15,37,-15
CC(=O)c1sc(Nc2ccc(S(=O)(=O)Nc3nc(C)cc(C)n3)cc2)nc1C,-1,-10,9,-12,16,31
COc1cc(Br)c(Br)cc1Br,4,10,-18,5,7,12
CC(=O)c1ccc(NC(=O)CSc2nc(C)nc3c2sc(=S)n3-c2ccccc2)cc1,-11,-22,0,-8,-15,-24
CC12C=C[C@]3(CC[C@@H]4[C@@](C)(CO)CCC[C@]4(C)C3CC1)C2 (stereo not given in full),-3,8,13,15,13,8
CC(=O)C(CCC(=O)O)(CCC(=O)O)c1ccccc1,22,20,5,14,2,-49
CC1=NN(c2ccccc2)C(=O)C1(Br)Br,94*,93*,·,·,93*,·
CC(C)(C)c1ccnc(C(O)(C(F)(F)F)C(F)(F)F)c1,-12,-12,-12,-8,-3,-44

# The results go on:
SMILES,yeast mec2-1,yeast mlh1 rad18,sgs1 mgt1,yeast bub3,yeast rad50,cln2 rad14
Cc1ccc(/C(=C\C(=O)C(=O)NC23CC4CC(CC(C4)C2)C3)Sc2ccccc2)cc1,-29,-13,4,-4,-2,-31
CC(=O)NC1C(OCC(=O)NC(C)C(=O)NC(CCC(=O)NCCCCCNc2ccc([N+](=O)[O-])c3[nH]c4ccccc4c(=O)c23)C(N)=O)C(O)C(CO)OC1(C)OCc1ccccc1 (stereo not given),-3,18,1,-12,-8,21
Cn1c2ccccc2c2nnc(NCCCCO)nc21,18,41,19,20,10,25
OC1(C2C=CC=C2)c2ccccc2C=Cc2ccccc21,11,90*,79*,70,91*,48
NC(=O)c1cc2c3ccccc3ccn2c1-c1ccccc1,27,60,47,64,36,63
CCCCOCOc1ccccc1P1(=O)COc2ccccc2OC1,-18,12,20,33,-6,-6
O=C(COC(=O)C(O)C(O)C(=O)OCC(=O)c1ccc(-c2ccccc2)cc1)c1ccc(-c2ccccc2)cc1 (stereo not given),-2,16,-3,-1,0,-3
Cc1ccc(N2C(=O)C(C)SC23C(=O)Nc2ccc(Cl)cc23)cc1 (stereo not given),99*,89*,37,99*,98*,98*
COc1ccc(Cc2nnc(SC)n2-c2ccc(F)cc2)cc1OC,-8,17,21,25,9,6
O=C(Nc1cccc(Cl)c1)Oc1ccc(Cl)cc1,-9,-5,7,-7,4,-21
Nc1nnc(N)c2nc(-c3ccccc3)c(-c3ccccc3)nc12,16,21,28,8,10,-15
COC(=O)COc1ccc(Cl)cc1C(=O)O,6,17,10,28,24,-12
O=C(O)/C=C/c1ccc(Cl)cc1,-23&-9,13&27,2&17,-3&-4,8&17,-6&-35
CCc1ccc(C(=O)O)o1,-12,12,-7,13,-9,8
CCN(CC)CCC(CCN(CC)CC)(CNC(C)=O)c1ccccc1,5,11,10,5,5,-6
Cc1ccc2c(c1)C(c1cccc3ccccc13)OC2=O (stereo not given),2,29,40,14,22,33
CC(NCc1c(O)ccc2c(-c3ccccc3)cc(=O)oc12)C(=O)O (stereo not given),-19,-15,-33,-5,-39,4
O=C(O)CC1OCC=C2C[N+]3([O-])CCC45c6ccccc6NC4C1C2CC53 (stereo not given),20,11,-16,-35,-2,-32
C#CC(C)(C)NC(=O)NC(C)(C)C,-1,3,1,-11,6,20
O=C1Nc2ccccc2C(=O)C1=Ic1ccccc1,-15&-12,18&4,-10&-1,-4&-7,-16&5,-25&-6
FC(F)(F)c1ccc(-c2nn[nH]n2)cc1,-24,-6,-19,-14,-17,-14
O=C(O)/C=C/C(=O)Nc1ccc(Cl)c(Cl)c1,-6,-14,-10,-15,-4,-12
CC(NNC(=S)NCc1ccccc1)c1cc2ccccc2cn1 (stereo not given),81*,90*,87*,84*,82*,80*
CCOC(=O)CCC1(C)OCC(O)CO1 (stereo not given) (tested in a mixture with another compound),-5,-26,-6,-17,-11,-3
CCC1(C)C(=O)C(C)(CC)C1=O (stereo not given),21,7,21,20,24,1

# The listing continues:
SMILES,yeast mec2-1,yeast mlh1 rad18,sgs1 mgt1,yeast bub3,yeast rad50,cln2 rad14
S=C(N/N=C/c1ccccn1)SCc1ccccc1,11,4,7,-6,-2,2
CCNC(=S)NNC(=O)c1ccc(N=NN(C)C)cc1,13,11,10,15,-5,-13
O=C1/C(=C/c2cccc([N+](=O)[O-])c2)COc2ccc(Br)cc21,13,-7,1,6,24,5
S=C(N/N=C1\CSCc2ccccc21)Nc1cc(Cl)ccc1Cl,-4,0,6,24,12,10
O=C(Nc1ccccc1C(=O)NCc1ccccc1)/C(=C/c1ccccc1O)NC(=O)c1ccccc1,-1,-2,25,9,4,17
OC1COC(CCl)OC1C1OC(CCl)OCC1O (stereo not given),24,26,18,19,10,6
CCN(CC)CCN1C(=O)C(=O)N(c2cccc3ccccc23)C1=O,-16,-10,-15,-32,-27,-14
N#CC1Sc2ccccc2N1C(=O)OCc1ccccc1 (stereo not given),87*,92*,94*,94*,90*,81*
COc1cc2c3c(c1OC)C1(C=CC(=O)C=C1)CC3NCC2 (stereo not given),-5,-46,-8,-19,-46,-10
COC(=O)c1cc2c(n1S(=O)(=O)c1ccc(C)cc1)C(=O)C(=O)c1[nH]cc(C(=O)OCc3ccccc3)c1-2,4,14,21,14,1,9
C#C/C=C/CC(OC(C)=O)C1C/C=C\CC(Br)C(CC)O1 (stereo not given),16,45,46,49,31,36
O=C(O)c1cc([N+](=O)[O-])cc([N+](=O)[O-])c1-c1ccccc1,-3,-10,6,45,-10,-13
O=C1NC(=O)c2ccc(S)c3cccc1c23,0,-8,-2,3,0,-41
O=C1c2cc([N+](=O)[O-])sc2C(=O)c2ccsc21,89*,91*,91*,91*,89*,90*
CN1C(=O)C(O)C[C@@H]1c1ccccc1 (stereo not given in full),4,-51,-3,-22,6,4
CC(C)=C=CC(C)(C)NS(=O)(=O)NC(C)(C)C=C=C(C)C,-10,8,2,-17,12,3
CCOC(=O)c1cc(Cl)ccc1OC(N)=O,1,25,14,-14,15,18
COc1ccc2ccccc2c1Cc1c(O)ccc2ccccc12,-5,8,1,-3,16,-40
C=C1CC2C=CC1C2 (stereo not given),-25,3,1,-16,4,0
C=CCOc1c(C)cc(C(N)=O)cc1C,-7,51,25,5,4,19
Cn1c(-c2ccc3c(c2)OCO3)cc(=O)c2ccccc21,-18,1,-5,5,-11,-5
Cc1ccccc1-n1nnnc1N,-1,21,-2,1,12,-4
CCCCN1C(=O)CC2[C@@H]3CCc4cc(OC)ccc4C3CC[C@]2(C)C1=O (stereo not given in full),12,14,16,14,9,27
O=C1Nc2ccccc2CS1,-5,-1,-2,7,1,-6
O=[N+]([O-])c1ccc(N=Nc2ccc(O)c3c(O)cc(S(=O)(=O)O)cc23)cc1S(=O)(=O)O,9,50,7,-11,31,-25

# Further structures.
SMILES,yeast mec2-1,yeast mlh1 rad18,sgs1 mgt1,yeast bub3,yeast rad50,cln2 rad14
N=C(N)SC(c1ccccc1)c1ccccc1,6,-8,-3,11,24,7
CCC(c1ccc(C(C)=O)c(O)c1)C(CC)c1ccc(C(C)=O)c(O)c1 (stereo not given),10,30,23,3,10,9
CC(=O)Nc1cccc(F)c1,1,-38,-25,-14,-35,-22
CN(C)CCCNC(=O)c1c(O)c2ccccc2[nH]c1=O,-16,-20,-13,-6,7,6
O=c1[nH][nH]c(=O)c2c1nc(SCc1c(Cl)cccc1Cl)n2Cc1ccccc1,43,49,60,17,42,39
O=C1Cc2c(-c3ccc(Cl)cc3)cc(-c3ccccc3)nc2-c2ccccc2N1,-18,-52,-11,-11,-17,5
CCOC(=O)NC1CCc2ccccc2C1 (stereo not given),0,3,4,-3,6,-14
CC(=O)C[n+]1ccccc1Oc1ccccc1,4,4,4,13,6,11
CNC(=O)c1n[nH]n(C2CCCCC2)c1=S,0,-9,-54,-43,-4,-20
N#Cc1c(-c2ccc(Cl)cc2)c2c(n(C3OC(CO)C(O)C(O)C3O)c1=S)CCCC2 (stereo not given),10,15,-9,1,10,31
CC1(C)C2CCC(CCOC(=O)COc3ccc(Cl)cc3Cl)C1C2 (stereo not given),-5,29,1,5,-13,-35
O=[N+]([O-])c1ccc(OC(=S)Oc2ccc([N+](=O)[O-])cc2)cc1,-17,2,3,0,3,-4
Nc1cc(Cl)ccc1Nc1ccccc1,80*,84*,83*,84*,79*,61
CC[N+]1(CC)CCOC(=O)C1,-3,-27,-4,-19,-16,23
Cc1ccccc1NN,7,8,-2,4,29,-3
Cn1c(CC(O)c2nc3ccccc3n2C)nc2ccccc21 (stereo not given),-19,-34,-10,-24,-19,-9
CC(C)c1ccc([N+](=O)[O-])cc1,11,17,11,6,32,27
CCC(=O)Oc1ccccc1NC(=O)CCc1ccccc1,22,21,4,13,-6,69
COc1ccc(C2OC(C)CC(C)O2)cc1 (stereo not given),-6,15,1,-17,25,-28
CC(=O)C(C)(C)Cc1cc(C(C)(C)CC=O)on1,-1,5,-12,29,-2,5
CN1C(/C=C/c2ccc(O)c3ncccc23)CCC2CCCC(O)C21 (stereo not given),90*,95*,92*,93*,95*,85*
OC(/C=C/c1ccccc1)CCN1CCC2CCC(C2)C1 (stereo not given),-4,10,50,13,21,-1
CCCCCCCCCCCCNCC(=O)O,88*,92*,74*,92*,93*,-6
N#CC(C(=N/O)/C(=N\O)C(C#N)c1ccccc1)c1ccccc1 (stereo not given),-11,25,3,-6,-3,-4

# In another format: results already given
SMILES	yeast mec2-1	yeast mlh1 rad18	sgs1 mgt1	yeast bub3	yeast rad50	cln2 rad14
CN(C)CCCNC(=O)c1c(O)c2ccccc2[nH]c1=O	-16	-20	-13	-6	7	6
O=c1[nH][nH]c(=O)c2c1nc(SCc1c(Cl)cccc1Cl)n2Cc1ccccc1	43	49	60	17	42	39
O=C1Cc2c(-c3ccc(Cl)cc3)cc(-c3ccccc3)nc2-c2ccccc2N1	-18	-52	-11	-11	-17	5
CCOC(=O)NC1CCc2ccccc2C1 (stereo not given)	0	3	4	-3	6	-14
CC(=O)C[n+]1ccccc1Oc1ccccc1	4	4	4	13	6	11
CNC(=O)c1n[nH]n(C2CCCCC2)c1=S	0	-9	-54	-43	-4	-20
N#Cc1c(-c2ccc(Cl)cc2)c2c(n(C3OC(CO)C(O)C(O)C3O)c1=S)CCCC2 (stereo not given)	10	15	-9	1	10	31
CC1(C)C2CCC(CCOC(=O)COc3ccc(Cl)cc3Cl)C1C2 (stereo not given)	-5	29	1	5	-13	-35
O=[N+]([O-])c1ccc(OC(=S)Oc2ccc([N+](=O)[O-])cc2)cc1	-17	2	3	0	3	-4
Nc1cc(Cl)ccc1Nc1ccccc1	80*	84*	83*	84*	79*	61
CC[N+]1(CC)CCOC(=O)C1	-3	-27	-4	-19	-16	23
Cc1ccccc1NN	7	8	-2	4	29	-3

# The order is random; about 14% have a hit in one of these screens.
